NRP1-CendR mod = modulators of CendR peptide binding to human neuropilin-1 | inhibition, % at 25 µM | hit rate 0.85% among 360,000 | O14786 | FAM-RPARPAR peptide binding to NRP-1, fluorescence polarization;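 active means inhibition or corrected inhibition above about 18%, plus a signal ratio from 0.5 to 1.5, limit read from the data, passing the limit was not always enough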; further: strong numbers were not always called active
SKN-1 block = blocks SKN-1 activity in C. elegans; C. elegans VP596 Pgst-4::GFP/RFP ratio, acrylamide-induced, 24 h; inhibition, % at 21.8 µM; hit rate 0.49% among 360,000;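 active means interference check ratio from 0.5 to 1.5 plus GFP to RFP signal ratio inhibition reaching or exceeding a fixed threshold, cut at about 30% in these data, passing the limit was not always enough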; further: some compounds called inactive have numbers as strong as hits
Rpn11 block = Rpn11 (human) deubiquitinase inhibition; O00487; human 26S proteasome, Ub4-pepOG fluorescence polarization; 20S core pre-blocked with epoxomicin; calls only at 20 µM; hit rate 0.59% among 360,000; AID 588493;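 active means inhibition at 20 µM, scaled to each plate's controls, above about 33%, limit read from the data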
Target sequence (O00487 whole entry, looked up): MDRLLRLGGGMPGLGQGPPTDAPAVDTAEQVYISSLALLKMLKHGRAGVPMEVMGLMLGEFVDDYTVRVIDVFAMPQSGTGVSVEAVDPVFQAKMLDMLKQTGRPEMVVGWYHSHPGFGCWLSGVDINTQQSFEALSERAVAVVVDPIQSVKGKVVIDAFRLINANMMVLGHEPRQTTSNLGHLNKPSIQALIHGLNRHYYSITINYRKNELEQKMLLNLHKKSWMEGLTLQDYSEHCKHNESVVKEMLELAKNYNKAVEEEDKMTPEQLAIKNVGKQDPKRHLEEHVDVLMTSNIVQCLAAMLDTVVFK
LMPTP inh = LMPTP (human) inhibition; P24666; recombinant LMPTP-A, OMFP fluorogenic substrate, fluorescence intensity; inhibition, % at 20 µM; hit rate 0.22% among 360,000;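 active means compounds that cut the enzyme signal by at least half of the control window in the single-dose screen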;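 further: plate controls were DMSO wells with enzyme plus substrate for no effect and substrate without enzyme for full effect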
Target sequence (P24666 whole entry, looked up): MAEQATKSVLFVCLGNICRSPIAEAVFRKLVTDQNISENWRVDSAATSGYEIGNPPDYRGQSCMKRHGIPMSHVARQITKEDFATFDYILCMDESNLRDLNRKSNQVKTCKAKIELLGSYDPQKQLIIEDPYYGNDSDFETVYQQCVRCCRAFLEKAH
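test system = LMPTP-A | amount = 0.625 nM LMPTP-A final | reagent = fluorogenic phosphatase substrate OMFP at 400 µM final | incubation = 50 min at room temperature | benchmarks = no-enzyme low control, uninhibited high control | medium = Bis-Tris pH 6.0, DTT, detergent | signal = fluorescence intensity of OMFP turnover product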
NadD block = NadD (S. aureus) enzyme inhibition | purified NadD enzyme, colorimetric absorbance read-out | inhibition, % at 20 µM | hit rate 0.78% among 360,000 | AID 602399; in the data active means inhibition above about 26%; further: some compounds past the cut are filed as inactive
SUMO1 PPI mod = modulators of human SUMO1-mediated protein-protein interactions; SUMO1 binding to a labelled peptide, TR-FRET, 1 h; inhibition, % at 20 µM; P63165; hit rate 0.33% among 360,000; AID 602429; in the data active means inhibition above about 37%
Target sequence (P63165 whole entry, looked up): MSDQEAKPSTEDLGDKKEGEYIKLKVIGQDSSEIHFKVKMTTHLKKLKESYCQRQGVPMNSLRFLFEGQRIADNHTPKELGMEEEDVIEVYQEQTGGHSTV
MT1-MMP act inh = inhibitors of human MT1-MMP activation; P50281; HT1080 RFP-PRO-GFP cells, GFP/RFP ratio fluorescence, overnight; percent of plate control window, DMSO zero; GFP/RFP ratio change, % at 20 µM; hit rate 0.061% among 360,000; AID 651647;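 active means GFP/RFP ratio change of at least 30% with cell ATP level not reduced by more than half and red fluorescence within 50% of control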; further: strong numbers were not always called active
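Material – HT1080 RFP-PRO-GFP cells · Control set – DMSO wells and RFP-L50D-GFP cells · Incubation – overnight cell settling, then overnight compound exposure, 37 °C, 5% CO2 · Compound dosing – single-point 20 µM compound, 1% DMSO · Read-out – GFP/RFP fluorescence ratio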
Scp1 inh = Scp-1 (human) phosphatase inhibition | Q9GZU7 | Recombinant Scp1, phosphopeptide, malachite green phosphate absorbance | inhibition, % at 20 µM | hit rate 0.88% among 340,000 | AID 493091;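 active means inhibition above about 50% at 20 µM, limit read from the data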;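 further: plate controls were DMSO wells with enzyme for no effect and wells lacking enzyme for full effect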
Target sequence (Q9GZU7 76-261 limits assumed): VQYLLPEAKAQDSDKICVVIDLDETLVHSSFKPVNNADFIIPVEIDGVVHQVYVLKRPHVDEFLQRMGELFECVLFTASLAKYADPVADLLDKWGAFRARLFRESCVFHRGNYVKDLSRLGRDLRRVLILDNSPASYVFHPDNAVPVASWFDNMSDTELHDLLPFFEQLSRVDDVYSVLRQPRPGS
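System: SCP-1 catalytic domain; Reagent: Phospho 17-mer peptide substrate; Doses: one concentration, 20 µM, with 1.0% DMSO; Incubation: 45 min room-temperature reaction, 5 min colour, 30 min stabiliser; Signal: Phosphate-binding colour reagent, absorbance read at 630 nm.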
DNMT1 block = blocks human DNA methyltransferase DNMT1. inhibition (reported as % activation of signal), % at 10 µM. hit rate 0.83% among 360,000. P26358. DNMT1 molecular beacon, Hinp1I cleavage, fluorescence. AID 588458; in the data active means inhibition above about 50%
STEP inh = blocks human striatal-enriched tyrosine phosphatase; hit rate 0.25% among 360,000; P54829; AID 588621; recombinant STEP, OMFP fluorogenic substrate, fluorescence; inhibition, % at 20 µM;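 active means inhibition at 20 µM, scaled per plate between control wells, above about 37%, limit read from the data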;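 further: 0% = DMSO with enzyme and substrate and 100% = substrate only without enzyme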
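System: STEP (striatal-enriched tyrosine phosphatase) enzyme, cell-free; medium: Bis-Tris pH 6.0 buffer with DTT, detergent; dosing: 20 µM, 1% DMSO; times: reaction 20 min, ambient temperature; detection: fluorescence, 480/540 nm; read-out basis: normalized % inhibition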
An asterisk follows results filed as active; i = inactive; + = active, no number. Rows are unselected; 3.9% or so of the library scored in one or more.

Results follow in this order: NRP1-CendR mod	SKN-1 block	Rpn11 block	LMPTP inh	NadD block	SUMO1 PPI mod	MT1-MMP act inh	Scp1 inh	DNMT1 block	STEP inh
Cc1ccccc1-c1nnc(SCC(=O)N(CC(C)C)c2c(N)n(CC(C)C)c(=O)[nH]c2=O)n1C
 : 5	5	i	-1.7	1	-2	-1	-6	-5	-1
C#CCOCCOCCOCCNc1nc(N2CCOCC2)nc(N2CCN(C(=O)[C@H](CCCCN)n3cc([C@@H](N)CO)nn3)CC2)n1
 : -6	-1	i	-8.7	-8	-8	-2	0	9	3
O=C(CN1CCOCC1)Nc1ccc(S(=O)(=O)N2CCCCCC2)cc1
 : -14	5	i	-0.5	3	1	0	-6	-3	-1
O=C1C2C3C=CC(C3)C2C(=O)N1c1ccc(-c2nc3ccccc3c(=O)o2)cc1 (stereo not given)
 : 1	-3	i	-0.6	-12	9	4	-9	-2	1
CO/N=C(/CN1CCCCC1)c1ccc(Cl)cc1
 : 0	13	i	-1.0	-10	1	3	-12	-1	0
COc1cccc(C(=O)N(c2ccc(OC)cc2OC)C2C=CS(=O)(=O)C2)c1 (stereo not given)
 : 0	12	i	0.7	-1	3	8	0	4	2
COc1ccccc1CN(C)C(=O)c1ccc2c(c1)NC(=O)CS2
 : 6	-5	i	-1.0	9	-1	-1	0	-2	-10
COC(=O)c1ccccc1NC(=O)c1ccccc1NS(C)(=O)=O
 : 2	5	i	-0.5	-6	3	3	-8	1	-4
Cc1ccc(N2CC(NC(=O)C(=O)c3c(C)[nH]c4ccccc34)CC2=O)cc1 (stereo not given)
 : -2	0	i	-0.3	-2	2	-4	-5	1	0
COc1ccc(-c2cc(C3CCN(c4cc(Cl)nc(N)n4)CC3)[nH]n2)cc1
 : 0	14	i	2.4	11	5	-6	-1	-18	-1

Record cards, from the list above. Order of values: NRP1-CendR mod | SKN-1 block | Rpn11 block | LMPTP inh | NadD block | SUMO1 PPI mod | MT1-MMP act inh | Scp1 inh | DNMT1 block | STEP inh
`C#CCOCCOCCOCCNc1nc(N2CCOCC2)nc(N2CCN(C(=O)[C@H](CCCCN)n3cc([C@@H](N)CO)nn3)CC2)n1` is entered as -6 | -1 | i | -8.7 | -8 | -8 | -2 | 0 | 9 | 3
`Cc1ccc(N2CC(NC(=O)C(=O)c3c(C)[nH]c4ccccc34)CC2=O)cc1` (stereo not given) is entered as -2 | 0 | i | -0.3 | -2 | 2 | -4 | -5 | 1 | 0
`COc1ccc(-c2cc(C3CCN(c4cc(Cl)nc(N)n4)CC3)[nH]n2)cc1` is entered as 0 | 14 | i | 2.4 | 11 | 5 | -6 | -1 | -18 | -1
`Cc1ccccc1-c1nnc(SCC(=O)N(CC(C)C)c2c(N)n(CC(C)C)c(=O)[nH]c2=O)n1C` is entered as 5 | 5 | i | -1.7 | 1 | -2 | -1 | -6 | -5 | -1
`O=C(CN1CCOCC1)Nc1ccc(S(=O)(=O)N2CCCCCC2)cc1` is entered as -14 | 5 | i | -0.5 | 3 | 1 | 0 | -6 | -3 | -1

Returning to the listing with the two entries that preceded the break.
Results follow in this order: NRP1-CendR mod	SKN-1 block	Rpn11 block	LMPTP inh	NadD block	SUMO1 PPI mod	MT1-MMP act inh	Scp1 inh	DNMT1 block	STEP inh
Cc1ccc(N2CC(NC(=O)C(=O)c3c(C)[nH]c4ccccc34)CC2=O)cc1 (stereo not given)
 : -2	0	i	-0.3	-2	2	-4	-5	1	0
COc1ccc(-c2cc(C3CCN(c4cc(Cl)nc(N)n4)CC3)[nH]n2)cc1
 : 0	14	i	2.4	11	5	-6	-1	-18	-1
CC(C)(C)S(=O)(=O)Cc1nc(-c2ccc(Cl)c(Cl)c2)cs1
 : 7	14	i	-0.3	-6	0	7	-14	-1	-2
COc1ccccc1CCC(=O)NNC(=O)c1ccncc1
 : 4	2	i	-1.9	-4	0	1	-3	0	0
O=C(CCN1C(=O)/C(=C/c2cccs2)SC1=S)Nc1ccc(C(=O)O)cc1
 : -69	20	i	3.7	-3	-18	-10	-15	1	5
CC(NC(=O)OC(C)(C)C)C(=O)Oc1cc2oc(=O)cc(-c3ccccc3)c2cc1Cl (stereo not given)
 : 1	-10	i	-32	-3	-18	-15	-5	11	0
CCCCC[C@H]1CN(C2CCCCC2)C(=O)[C@@H]1CC(=O)NCc1ccc(OC)cc1
 : 4	7	i	0.3	-3	2	1	-3	-8	2
CCOc1ccc(NC(=O)C2CCN(S(=O)(=O)c3ccc4c(c3)NC(=O)C(C)S4)CC2)cc1 (stereo not given)
 : -9	10	i	0.3	2	-4	-2	-5	-5	-2
Cc1ccc2nc(NC(=O)COC(=O)c3ccccn3)sc2c1
 : 5	-4	i	-1.8	-8	2	2	-4	0	1
CC(Oc1ccccc1Cl)C(=O)N1CCCN(C)CC1 (stereo not given)
 : 1	32	i	0.7	-3	3	-2	3	1	-3
Cn1c(NC(=O)c2cccc(C(F)(F)F)c2)cc(=O)n(C)c1=O
 : 13	-20	i	-0.2	3	-1	0	-9	1	3
COC(=O)CN1C(=O)[C@H]2[C@@H](c3ccc(C)o3)N3C(=O)CN(CC4CC4)C(=O)[C@@]3(C)[C@H]2C1=O
 : 10	7	i	-1.2	2	-2	0	2	5	1

Next section:
compound	NRP1-CendR mod	SKN-1 block	Rpn11 block	LMPTP inh	NadD block	SUMO1 PPI mod	MT1-MMP act inh	Scp1 inh	DNMT1 block	STEP inh
CCCCOP(=O)(c1ccc(N(C)C)cc1)C(O)c1cc(OC)ccc1OC (stereo not given)	7	11	i	-0.4	1	-3	1	-6	2	0
Cn1cccc1CC(=O)NNC(=O)Nc1ccc(Cl)cc1	-5	-8	i	-1.8	-3	1	-3	-3	-12	-2
COc1ccc(N(CC(=O)NCCSc2ccccn2)S(=O)(=O)c2ccc(C)cc2)cc1OC	3	-15	i	-0.8	-6	1	-4	-3	-1	-2
COc1ccccc1CCNC(=O)c1cnn2c(C(F)F)cc(C)nc12	-8	0	i	-0.1	4	11	4	-10	-1	2
Cc1nc(=O)c(-c2ccccc2)c(C)n1-c1ccc(C(=O)O)cc1	-4	-2	i	-2.1	-5	0	-3	-6	4	0
O=C(CSc1cccc[n+]1[O-])c1ccc(Cl)s1	21	-9	i	-0.1	-1	-19	-3	2	-4	-2
CC(=O)Nc1cc2c3c(c1)CC(=O)N3CCC2	0	-6	i	-0.1	-4	0	2	-11	-3	-2
CC(C)Cn1cnc2c1c(=O)[nH]c(=O)n2Cc1ccccc1	3	14	i	-1.1	-5	1	-2	-8	2	-1
O=C(COC(=O)CCN1C(=O)c2cccc([N+](=O)[O-])c2C1=O)NC1CCS(=O)(=O)C1 (stereo not given)	1	10	i	-0.8	-8	-10	0	-1	2	-2
COc1ccc(S(=O)(=O)N2CCOC2CNC(=O)C(=O)NCc2ccncc2)cc1 (stereo not given)	-8	5	i	-1.3	4	1	0	-11	1	1
Cc1ccc(NS(=O)(=O)c2cc(Br)cnc2N)c(Cl)c1	-1	-1	i	-0.1	2	3	-2	-3	0	-2
Cc1ccc(C(=O)NNC(=O)CSc2nnc3c(n2)[nH]c2ccc(F)cc23)cc1	8	16	i	52*	6	7	4	67*	105*	56*
Cc1coc2c(C)c3oc(=O)c(CCC(=O)NCCCn4ccnc4)c(C)c3cc12	-14	8	i	1.5	4	1	5	4	-1	0
O=C(COc1ccc(S(=O)(=O)N2CCCC2)cc1)NCc1cccnc1	10	13	i	0.0	-3	2	2	1	-2	2
Cc1cc(S(=O)(=O)NCc2ccccc2)ccc1OCC(=O)Nc1cccc([N+](=O)[O-])c1	6	-2	i	3.0	-6	-10	3	-15	-6	0
CN(CC1CCCN(CCc2cccc(C(F)(F)F)c2)C1)C(=O)c1cc2ccccc2o1 (stereo not given)	1	-8	i	-0.5	1	-1	-2	0	-3	1
O=C(O)CCC(=O)Nc1ccc(/C=C/C(=O)C2CC2)cc1	-1	11	i	-0.6	1	-12	0	-3	2	-4
CNC(=O)COC(=O)c1cc(-c2ccccc2)nn1-c1ccccc1	7	4	i	-0.2	1	0	4	-5	3	-1
COc1ccc(-n2nc(C(=O)NCC(=O)N3CCN(c4ccccc4)CC3)c3ccccc3c2=O)cc1OC	-3	0	i	0.3	-3	-12	3	-5	-4	0
Cc1ccc(OCCNC(=O)CCNC(=O)c2ccc(Cl)cc2)cc1	-5	-12	i	-0.3	-8	-2	-1	-5	2	1
O=C(CCCCCCCCCCC(=O)NCc1cccnc1)NCc1cccnc1	2	-1	i	-0.9	-3	1	6	-4	2	-1
O=C1OC(c2cccs2)=N/C1=C\c1ccc(-c2cccc(Cl)c2)o1	-137	7	+	2.8	46*	5	4	-13	7	5
COc1ccc(CN2CCNC(=O)C2CC(=O)NC2CCCC2)cc1OC (stereo not given)	5	1	i	-1.8	4	-3	-8	0	-3	-2
CCCCOC(=O)c1ccc(NC(=O)c2ocnc2C)cc1	4	25	i	0.8	4	2	-1	-11	-6	2
CCOC(=O)c1ccccc1NS(=O)(=O)c1cnn(CC)c1C	-4	-2	i	1.9	-4	-1	-3	2	4	2
O=C(CCc1ccccc1Cl)Nc1ccc(S(=O)(=O)N2CCOCC2)cc1	3	-2	i	0.2	-3	-1	1	-2	-6	1
O=C(NCCCN1CCCC1=O)C1CCN(S(=O)(=O)c2ccc(Cl)cc2)CC1	12	-6	i	-10	6	38*	1	-10	7	-2
O=C(CN1CCCCC1)N1CCCc2c1c(=O)oc1ccc(OCc3ccccc3)cc21	4	14	i	-0.9	0	-8	2	-7	-5	-1
CCn1ccnc1CN1CCN(CC=C(C)C)C(CCO)C1 (stereo not given)	-5	6	i	-1.4	7	0	1	1	3	2
COc1ccccc1/C=C/C(=O)NCC(=O)N/N=C/c1ccc2c(c1)OCO2	19	-4	i	-1.0	5	-11	-1	-5	-1	0
Cc1ccc2nc(Cl)c(-c3ccccc3)cc2c1	5	29	i	5.1	5	-4	1	-11	-1	4
CCNC(=O)COC(=O)c1cc(S(=O)(=O)N2CCCCC2)ccc1C	-1	-2	i	-1.4	-1	2	0	-1	3	1
Cc1c(C(=O)Nc2ccc(F)cc2)oc2ccc(S(=O)(=O)N3CCC4(CC3)OCCO4)cc12	0	21	i	3.5	-3	4	-3	-10	-5	3

Compound activity as filed in PubChem.
